From PubChem BioAssay
STK33 inh = blocks human STK33 kinase activity. inhibition, % at 10 µM. 320,000 tested, 0.073% active. purified STK33, MBP phosphorylation, ADP-Glo luminescence. Q9BYT3;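 active = inhibition at or above 25%, using the most active replicate where run in duplicate; inactive = inhibition below 25%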
Target sequence (Q9BYT3 whole entry, looked up): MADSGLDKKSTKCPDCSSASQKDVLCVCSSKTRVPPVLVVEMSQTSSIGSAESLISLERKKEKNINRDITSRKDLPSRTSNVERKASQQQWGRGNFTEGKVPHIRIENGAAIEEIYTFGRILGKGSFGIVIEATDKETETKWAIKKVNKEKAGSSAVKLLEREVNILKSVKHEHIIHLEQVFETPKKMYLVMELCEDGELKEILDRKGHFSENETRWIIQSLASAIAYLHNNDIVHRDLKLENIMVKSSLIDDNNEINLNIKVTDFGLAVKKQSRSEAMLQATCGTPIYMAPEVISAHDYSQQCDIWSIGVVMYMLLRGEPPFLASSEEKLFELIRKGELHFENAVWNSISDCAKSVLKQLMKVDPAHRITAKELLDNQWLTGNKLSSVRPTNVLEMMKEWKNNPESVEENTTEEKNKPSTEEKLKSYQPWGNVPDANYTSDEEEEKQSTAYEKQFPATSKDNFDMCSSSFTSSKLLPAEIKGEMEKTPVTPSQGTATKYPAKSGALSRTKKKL
KCNQ2 inh = KCNQ2 potassium channel inhibitors, primary screen, cell-based, CHO-K1, FluxOR thallium flux, B-score (AID 2156) | B-score at 10 µM | 310,000 tested, 1.1% active | O88943 | 20 min; active compounds read low;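 active = fluorescence ratio B-score at most minus 3 library SDs, with starting brightness B-score within 2 library SDs, cut at about -5.5 in these data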
OX1R antag = antagonists of human orexin 1 receptor (OX1R). OX1R-expressing cells, FRET antagonist read-out. inhibition, % at 6.6 µM. 330,000 tested, 1.8% active; in the data active = inhibition mostly above about 38%, no sharp cut-off; inactive = mostly below about 40%;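 also: 0% = agonist challenge alone and 100% = reference antagonist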
Target sequence (O43613 whole entry, looked up): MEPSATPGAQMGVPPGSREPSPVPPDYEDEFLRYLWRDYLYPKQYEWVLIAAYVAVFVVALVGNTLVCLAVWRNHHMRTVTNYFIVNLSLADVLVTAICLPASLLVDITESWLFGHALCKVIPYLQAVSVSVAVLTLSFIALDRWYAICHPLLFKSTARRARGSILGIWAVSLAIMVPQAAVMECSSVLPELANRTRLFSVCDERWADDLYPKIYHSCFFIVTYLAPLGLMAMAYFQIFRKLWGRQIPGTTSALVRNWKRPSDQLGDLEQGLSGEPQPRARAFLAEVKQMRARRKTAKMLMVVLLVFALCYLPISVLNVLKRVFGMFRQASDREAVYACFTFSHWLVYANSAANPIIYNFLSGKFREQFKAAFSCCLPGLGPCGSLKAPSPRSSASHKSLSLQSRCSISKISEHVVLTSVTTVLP
* hit, by the source's call; i = inactive; / = no result given.

structure,STK33 inh,KCNQ2 inh,OX1R antag
Cc1ccc(S(=O)(=O)c2nc(-c3cccs3)oc2NCc2cccnc2)cc1,0.6,i,27
Cc1ccccc1NC(=O)c1ccc(S(=O)(=O)N(C)C)cc1,0.4,i,10
Cc1ccc(NC(=O)c2ccc([N+](=O)[O-])o2)c(C)c1,0.2,i,29
O=C(Cn1nnc(-c2cccc(C(F)(F)F)c2)n1)NNS(=O)(=O)c1cccc(C(F)(F)F)c1,-0.7,i,1
COCCNC(=O)c1ccc(N2CCC3(CC2)OCCO3)c([N+](=O)[O-])c1,-0.9,i,60
CCN(CC(=O)Nc1ccc2c(c1)OCCO2)C(=O)/C=C/c1ccc(F)cc1,-1.3,i,3
Cc1cc(S(=O)(=O)N2CCCCC2)c(C)s1,0.5,i,20
CCc1nc(SCCO)c2oc3ccccc3c2n1,-0.6,/,49
COc1ccc(OCC(=O)NNC(=O)C(=O)Nc2ccccc2)cc1,-1.4,/,2
CN(C)c1cccc(C(=O)NCC(c2ccco2)N(C)C)c1 (stereo not drawn),-1.4,i,20
Cc1ccc(C2=CC(c3ccc(N(C)C)cc3)n3nnnc3N2)cc1 (stereo not drawn),0.8,i,4
COc1cc(NC(=O)c2cccs2)c(OC)cc1NC(=O)Nc1ccc(F)cc1,0.1,i,/
Cc1cccc(-n2[nH]c3c4c(ccc3c2=O)C(=O)c2ccccc2C4=O)c1,0.6,i,48
COc1ccc2oc3cc(C)[n+]([O-])c(-c4ccc(Cl)cc4)c3c2c1,1.5,i,-1
Cc1nn(C)c(C)c1S(=O)(=O)N(CC(=O)Nc1nccs1)c1ccc(C(C)C)cc1,/,i,19
CCOc1cc2[nH]c(=O)n(CC3CCC(C(=O)NCCCOC)CC3)c(=O)c2cc1OCC (stereo not drawn),-0.8,i,11
CC1CC(C)CN(S(=O)(=O)c2ccc(NC(=O)c3ccc(=O)[nH]c3)cc2)C1 (stereo not drawn),-1.8,/,7
O=C(c1cnccn1)N(c1ccccc1)C1(C(=O)NC2CCCC2)CCCCC1,-1.0,i,10
COc1cccc(CNC(=O)Cc2ccc(Br)cc2)c1,-2.3,i,23
COCCNC(=O)c1cccc(OC2CCN(Cc3ccccc3C)CC2)c1,-1.2,i,4

Molecules listed so far that have a furan ring, fused or not (four):
structure,STK33 inh,KCNQ2 inh,OX1R antag
Cc1ccc(NC(=O)c2ccc([N+](=O)[O-])o2)c(C)c1,0.2,i,29
CCc1nc(SCCO)c2oc3ccccc3c2n1,-0.6,/,49
CN(C)c1cccc(C(=O)NCC(c2ccco2)N(C)C)c1 (stereo not drawn),-1.4,i,20
COc1ccc2oc3cc(C)[n+]([O-])c(-c4ccc(Cl)cc4)c3c2c1,1.5,i,-1

(next part)
structure,STK33 inh,KCNQ2 inh,OX1R antag
CCSc1nnc(NC(=O)C2CCN(C(=O)c3ccc(F)cc3)CC2)s1,-3.8,/,13
O=S(=O)(c1ccc(Cl)cc1)N1CCN=C1SCc1cccnc1,-0.6,i,13
Nc1nc(SCC(=O)c2ccc(Oc3ccccc3)cc2)n[nH]1,-0.5,i,5
Cc1cccc(N2CCN(C(=O)CCS(=O)(=O)c3ccc4c(c3)NC(=O)CO4)CC2)c1C,0.6,i,8
O=C(CN1CCN(c2ccc(F)cc2)CC1)Nc1cccc(C(F)(F)F)c1,-0.6,i,15
c1ccc(-c2sc3ccccc3c2-c2ccc(OCCN3CCCCC3)cc2)cc1,1.0,/,6
CCN1CCc2c(C#N)c(NCc3ccccc3)nc(NCCO)c2C1,-1.6,i,24
Cc1cccn2c(=O)c(C=NCc3ccco3)c(Nc3ccc(SC(F)F)cc3)nc12,-0.9,i,3
COC(=O)N1CC(c2ccccc2)CC1=O (stereo not drawn),-0.2,i,5
Cc1ccc2nc(-c3cccc(S(=O)(=O)N(C)C)c3)cn2c1,-1.4,i,30
O=[N+]([O-])c1ccc2nc(C3CCCCC3)[nH]c2c1,1.2,i,47
CC(=O)N1CCOc2ccc(S(=O)(=O)NCCc3ccc(C)cc3)cc21,-0.5,i,8
CCOc1ccccc1NC(=S)N(CCN(C)C)C(C)c1ccncc1 (stereo not drawn),-1.3,i,6
CCOC(=O)C(C)(C)Sc1nc2c(cnn2-c2ccc(F)cc2)c(=O)[nH]1,-0.7,i,5
COc1cccc(N/C(N)=N/c2nc(C(F)(F)F)cc(C(F)(F)F)n2)c1,0.1,i,8
CCC(C)c1ccc(NC(=S)N2CCN(C(=O)C3CCCO3)CC2)cc1 (stereo not drawn),-1.1,i,5
COc1ccc(NC(=O)C(=O)NCC2CCCN2S(=O)(=O)c2cc(C)ccc2C)cc1 (stereo not drawn),0.1,i,9
Cc1cc(NC(=O)Cn2cnc3sccc3c2=O)no1,-1.0,/,4
CCn1c(SCC(=O)N2CCN(c3cccc(Cl)c3)CC2)nc2ccccc2c1=O,-1.3,i,28
O=c1cc(O)nc(SCc2ccccc2Cl)[nH]1,-1.1,i,26

Of the compounds above, these contain a nitro group on carbon.
structure,STK33 inh,KCNQ2 inh,OX1R antag
Cc1ccc(NC(=O)c2ccc([N+](=O)[O-])o2)c(C)c1,0.2,i,29
COCCNC(=O)c1ccc(N2CCC3(CC2)OCCO3)c([N+](=O)[O-])c1,-0.9,i,60
O=[N+]([O-])c1ccc2nc(C3CCCCC3)[nH]c2c1,1.2,i,47

(next part)
structure,STK33 inh,KCNQ2 inh,OX1R antag
CSc1c2c(nc3ncnn13)CCC2,-1.1,i,5
COC(=O)C1=C(C)N(C)C(C)=C(C(=O)OC)C1c1ccncc1,-0.6,i,19
CC1=NN(c2ccccc2)C(=O)C1=C(C)C,/,i,6
O=c1[nH]c(C2CCN(S(=O)(=O)c3ccc4c(c3)OCCO4)CC2)nc2c1nnn2Cc1cccc(F)c1,-2.2,i,5
Cc1ccc(C(=O)CN2C(=O)NC3(CCc4ccccc43)C2=O)s1 (stereo not drawn),11,/,-5
COC(=O)c1ccc(NC(=O)c2cccc(NC(=O)c3ccco3)c2)cc1,-1.1,i,6
O=C(O)CCCn1c(=S)[nH]c2c(sc3ccc([N+](=O)[O-])cc32)c1=O,-1.3,i,43
Cc1cccc(N(Cc2ccccc2)C(=O)c2cccc(S(=O)(=O)N3CC(C)OC(C)C3)c2)c1 (stereo not drawn),1.0,i,23
COc1ccc(NC(=O)c2cc3ccccc3o2)cc1S(=O)(=O)N1CCCCC1,-0.4,/,19
Cc1ccc(NC(=O)C2CCCN(S(=O)(=O)c3cccnc3)C2)cc1C (stereo not drawn),-1.0,i,14
COc1ccc(CCn2c(C)cc(C(=O)CN3C(=O)C(=O)N(Cc4ccco4)C3=O)c2C)cc1,-1.1,/,8
COc1ccc(CN2CCC(n3nccc3NC(=O)C3CCCC3)CC2)cc1,-0.8,i,-11
CCOC(=O)c1ccc(N2CSC3=C(C#N)C(c4cccs4)CC(=O)N3C2)cc1 (stereo not drawn),-0.6,i,13
CCc1cc2c(SCc3nc4sc(C(C)=O)c(C)c4c(=O)[nH]3)ncnc2s1,0.8,i,18
Cc1ccc(NC(=S)NNC(=O)c2ccccc2OC(F)F)cc1,0.2,i,10
Fc1ccccc1N1CCN(Cc2nc(-c3ccccc3)no2)CC1,-0.7,i,10
CCC(=O)c1ccc(OCC(=O)NCc2ccccc2CN2CCCC2)cc1,-0.7,/,-3
CC(=O)Nc1cccc(/C(C)=N/NC(=O)c2cccc(S(=O)(=O)N3CCOCC3)c2)c1,-1.0,i,11
Cc1ccc2[nH]c(C)c(CCNC(=O)c3c(N)no[n+]3[O-])c2c1,-0.1,i,21
CCOC(=O)C1CCN(c2cc3c(cc2NC(=O)c2ccccc2OCC)n(C)c(=O)n3C)CC1,0.2,i,35*

Additional results.
structure,STK33 inh,KCNQ2 inh,OX1R antag
COc1ccc(Cn2nnnc2CN2CCN(c3ccc(OC)cc3)CC2)cc1,-1.4,i,10
CC(=O)c1c(C)[nH]c(C(=O)NNC(=O)COc2cc(C)ccc2C(C)C)c1C,-0.6,/,1
CCCOc1cccc(C2/C(=C(\O)c3ccc4c(c3)OCCO4)C(=O)C(=O)N2CCCn2ccnc2)c1 (stereo not drawn),-0.1,i,24
CN1C(=O)[C@@H]2[C@H](C1=O)[C@@H]1C(=O)Nc3ccccc3C(=O)N1[C@@H]2c1cccc(Br)c1,1.5,i,25
CSc1ccc(CCNC(=O)CCc2nnc3ccc(N4CCCC4)nn23)cc1,-1.3,i,19
S=C(N=Nc1ccccc1)NNc1ccccc1,0.0,i,14
Cn1ncc(Cl)c1C(=O)N1CCCc2ccccc21,1.5,/,34
COC(=O)c1ccc(N2CCN(C)CC2)c(NC(=O)COc2cccc(C)c2)c1,-0.6,i,15
COc1ccc(N(CC(=O)N/N=C/c2ccco2)S(=O)(=O)c2ccccc2)cc1Cl,-1.0,i,14
CC(=O)Oc1ccccc1C(=O)Oc1ccccc1C(=O)O,-0.5,/,13
CCN1CCN(S(=O)(=O)c2ccc(S(=O)(=O)NC3CC3)cc2)CC1,-2.1,i,8
Cc1ccn(S(=O)(=O)c2ccc3oc(=O)ccc3c2)n1,1.7,i,11
COc1ccc(C)cc1NC(=O)CCS(=O)(=O)c1cc2c(cc1Cl)NC(=O)CO2,0.8,i,16
CN(C)CCCN(C(=O)c1ccco1)c1nc2c(F)cccc2s1,-2.2,i,8
Cc1ccc(-n2nc3c(c2NC(=O)c2ccc(F)c(F)c2)CS(=O)(=O)C3)cc1,-1.0,i,28
COc1ccc(CNC(=O)CN2CCN(S(=O)(=O)c3ccccc3)CC2)cc1,0.5,/,6
COCCn1c(-c2cc(OC)c(OC)c(OC)c2)nc2oc3ccccc3c(=O)c2c1=O,-0.8,i,19
COc1ccc(C)cc1NC(=O)COC(C)=O,-1.8,i,11
NC1=NC(c2ccc(Cl)cc2)N(c2ccc(S(N)(=O)=O)cc2)C(N)=N1 (stereo not drawn),-2.7,i,7
CCC(O)(C#CCN1CCCCC1)CC,-0.3,i,1

(further entries)
structure,STK33 inh,KCNQ2 inh,OX1R antag
CS(=O)(=O)c1ccc2nc(NC(=O)c3ccccc3Br)sc2c1,2.8,i,10
O=C(NC1CCOc2ccccc21)c1ccc(Cl)nc1 (stereo not drawn),-2.8,i,-7
COc1ccc(N2C(=O)C3ON(C4SC(=S)N(C)C4(C)C)C(c4ccc(Cl)cc4)C3C2=O)cc1 (stereo not drawn),-1.5,i,14
CCOc1ccc(S(=O)(=O)NCCC(=O)N(C)CC(=O)Nc2ccc(N3CCOCC3)cc2)cc1,-2.1,i,15
COc1ccc(CNC(=O)CSc2nnc(C3CC3)n2C2CC2)cc1,-0.1,/,0
N=c1c(-c2nc3ccccc3[nH]2)cc(C(=O)c2cccs2)nn1-c1ccccc1,0.2,i,11
O=C(O)CCC(=O)N1N=C(c2ccco2)CC1c1cccs1 (stereo not drawn),-2.6,i,21
Cc1ccc(S(=O)(=O)N2CCCCC2)cc1NC(=O)Cn1ncc(Cl)c(Cl)c1=O,-0.1,/,5
COc1cc(/C=C/C(=O)Nc2ccc(C(C)=O)cc2)cc(OC)c1OC,1.1,i,22
COc1cccc(Nc2nc(=O)[nH]nc2C)c1,1.8,i,10
COc1ccc(-c2nnc(SCc3ccccc3F)o2)cc1OC,-1.1,i,27
O=[N+]([O-])c1cccc(S(=O)(=O)N2CCCCC2c2cccnc2)c1 (stereo not drawn),-0.1,i,25
O=C(Cc1ccccc1)c1c[nH]c(C(=O)NCc2ccncc2)c1,3.1,i,-17
COc1cc(/C=N/NC(=O)c2ccc(O)cc2)ccc1Oc1ccc([N+](=O)[O-])cn1,-0.2,i,16
CCOc1ccc(NS(=O)(=O)c2ccc3c(c2)N(C(C)=O)CC3)cc1,-2.2,i,2
CC(C)NS(=O)(=O)c1ccc(OCC(=O)NCC2CCCO2)c(Cl)c1 (stereo not drawn),-2.3,i,1
C/C(=N/NC(=O)c1ccc(Br)o1)c1ccc(C)o1,3.5,i,21
Cc1ccc(OCCCC(=O)Nc2ccc(S(=O)(=O)Nc3cc(C)on3)cc2)cc1,-2.0,i,10
NS(=O)(=O)c1cccc(NC(=S)NC(=O)C23CC4CC(CC(C4)C2)C3)c1,-1.6,i,8
CCc1noc(C)c1C(=O)Nc1cc(S(=O)(=O)N2CCCCC2)ccc1N(C)C,0.7,i,14

Later entries:
structure,STK33 inh,KCNQ2 inh,OX1R antag
COCCn1c(SCC(=O)Nc2nc3ccccc3s2)nnc1-c1ccoc1C,-2.2,i,81*
COc1ccccc1NC(=O)c1sc2ncn(Cc3cccc(C)c3)c(=O)c2c1C,-0.5,i,15
CC(C)(C)[C@H](N)C(=O)N[C@H]1CCC2C3CC=C4C[C@@H](O)CC[C@]4(C)C3CC[C@@]21C (stereo partly drawn),0.0,/,8
O=C(c1cc(-c2cccs2)on1)N1CCN(c2ccc(F)cc2)CC1,0.5,i,10
COCCn1c(=O)[nH]c2cc(C(=O)N3CCN(c4cccc(Cl)c4)CC3)ccc2c1=O,6.3,i,7
Cc1cccc2c(CCNC(=O)c3ccc([N+](=O)[O-])cc3)c[nH]c12,-0.7,i,7
CN1CCOC(=O)/C1=N/Nc1cc(Cl)ccc1Cl,-1.9,i,11
Cc1nc(N2CCCC2C(=O)O)c2oc3ccccc3c2n1 (stereo not drawn),-0.5,i,4
